Bioassay records (PubChem BioAssay)
TEAD-YAP inh: TEAD-YAP interaction inhibition; 640,000 compounds, 1.4% hits; HEK-TIYL cells, TEAD-Gal4/YAP UAS-luciferase luminescence; inhibition, % at 9.12 µM; AID 1259422; in the data active means inhibition above about 32%;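 further: 0% = median of test compound wells and 100% = reference inhibitor wells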
GPR151 ag: activators of human GPR151; Q8TDV0; PathHunter beta-arrestin GPR151 cells, luminescence; activation, % at 11.2 µM; 650,000 compounds, 1% hits; AID 1508602; in the data active means activation above about 4.9%;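 further: 0% = median of compound wells and 100% = cells with positive control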
FBW7 activator: activators of human E3 ligase FBW7 | Q969H0 | AlphaScreen FBW7–phospho-cyclin E peptide binding, activator screen | normalized activity (activation), % at 26.1 µM | 650,000 compounds, 0.13% hits | AID 1259310; in the data active means normalized activity above about 1.9%;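 further: purified mutant Fbw7 with reduced substrate affinity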
Target sequence (Q969H0 whole entry, looked up): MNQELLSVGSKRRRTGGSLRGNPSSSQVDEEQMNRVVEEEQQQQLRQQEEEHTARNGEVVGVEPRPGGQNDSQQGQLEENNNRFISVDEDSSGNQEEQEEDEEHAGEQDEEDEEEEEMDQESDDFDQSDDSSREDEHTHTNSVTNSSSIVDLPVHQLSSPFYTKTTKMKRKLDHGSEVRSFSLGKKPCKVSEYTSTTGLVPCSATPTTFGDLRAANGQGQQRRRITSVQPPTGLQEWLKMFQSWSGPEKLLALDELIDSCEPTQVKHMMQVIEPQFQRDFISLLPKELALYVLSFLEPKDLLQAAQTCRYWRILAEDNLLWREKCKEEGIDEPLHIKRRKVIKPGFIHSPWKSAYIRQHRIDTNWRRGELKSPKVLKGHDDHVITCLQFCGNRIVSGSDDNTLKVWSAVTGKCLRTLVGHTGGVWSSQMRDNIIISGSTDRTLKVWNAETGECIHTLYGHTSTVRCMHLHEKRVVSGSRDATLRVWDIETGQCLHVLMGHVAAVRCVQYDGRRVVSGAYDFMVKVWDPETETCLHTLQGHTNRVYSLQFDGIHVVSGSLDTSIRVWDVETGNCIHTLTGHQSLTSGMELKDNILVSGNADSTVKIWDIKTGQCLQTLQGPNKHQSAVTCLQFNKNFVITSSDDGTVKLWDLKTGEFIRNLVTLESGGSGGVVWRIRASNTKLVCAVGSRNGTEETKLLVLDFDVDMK
MITF inh: blocks human microphthalmia-associated transcription factor. O75030. AlphaScreen MITF homodimerization, bead proximity signal. inhibition, % at 2.6 µM. 650,000 compounds, 0.91% hits. AID 1259374; in the data active means inhibition above about 50%;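 further: 0% = vehicle wells with protein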
An asterisk follows results filed as active; & = joins results of further samples.

structure	TEAD-YAP inh	GPR151 ag	FBW7 activator	MITF inh
CC1CN(S(=O)(=O)c2ccc3c(c2)C(=O)c2cc(S(=O)(=O)N4CC(C)OC(C)C4)ccc2-3)CC(C)O1 (stereo not given)	-10	0.0	0.4	3
COc1c(Cl)cc(C(=O)NC(=S)NCc2cccnc2)cc1Cl	9	0.2	0.0	-9
CCN(CC)c1ccc2cc(C(=O)Nc3cccc(Cl)c3)c(=O)oc2c1	4	3.3	0.2	7
COc1cc([N+](=O)[O-])cc(/C=N\NC(=O)CNc2ccccc2C)c1O	9	-1.1	-0.1	24
NS(=O)(=O)c1ccc(CNc2ccc3ncc(-c4ccccc4Cl)n3n2)cc1	3	0.2	0.4	8
CCN(CC)CCN(C(=O)C1=COCCO1)c1nc2c(OC)ccc(Cl)c2s1	9	0.6	-0.1	5
CC(=O)Nc1sc2ccccc2c1[N+](=O)[O-]	9	0.9	0.0	-6
COc1ccccc1C1CC(c2ccc(Cl)cc2Cl)Nc2nc(N)nn21 (stereo not given)	10	0.4	0.1	6
CC1=C(C(=O)OCCOC(C)C)C(c2cc3c(cc2Br)OCO3)C2=C(CCCC2=O)N1 (stereo not given)	10	-0.9	0.1	16
CN(C)S(=O)(=O)c1ccc(C(=O)Nc2c3c(nn2-c2ccc([N+](=O)[O-])cc2)CSC3)cc1	13	0.6	-0.1	6
CCn1c(/C=C2\C(=O)Nc3ccc(C)cc32)nc2ccccc2c1=O	16	0.6	0.5	4
O=C(NCCCN1CCOCC1)c1cc2nc(-c3ccc(Cl)c(Cl)c3)cc(C(F)(F)F)n2n1	3	0.1	0.1	13

Part of the list above in order of length of the SMILES, largest number first.
structure	TEAD-YAP inh	GPR151 ag	FBW7 activator	MITF inh
CC1=C(C(=O)OCCOC(C)C)C(c2cc3c(cc2Br)OCO3)C2=C(CCCC2=O)N1 (stereo not given)	10	-0.9	0.1	16
NS(=O)(=O)c1ccc(CNc2ccc3ncc(-c4ccccc4Cl)n3n2)cc1	3	0.2	0.4	8
CC(=O)Nc1sc2ccccc2c1[N+](=O)[O-]	9	0.9	0.0	-6

(list continues)
structure	TEAD-YAP inh	GPR151 ag	FBW7 activator	MITF inh
CCOc1ccc(NC(=O)CSc2nc3ccccc3c3nc(C)nn23)cc1	27	-0.4	1.0	4
COc1ccc(C2(C)SC(N)=NN2C(C)=O)cc1 (stereo not given)	4	-0.8	0.7	10
O=C(O)c1cccc(N2C(=O)CSC2c2ccccc2)c1 (stereo not given)	3	-1.4	0.4	24
O=C1CCCN2C(=N1)SC(=S)N2CN1CCN(c2ccccc2)CC1	5	-0.7	0.3	0
O=S(=O)(Nc1nc2ccccc2nc1Nc1ccc2c(c1)OCCO2)c1cccs1	-4	0.6	0.0	10
CCCc1nnc2sc(NC(=O)C(C)C)nn12	-5	0.5	-0.1	-2
C=CCOc1ccc(C(=O)N/N=C/c2ccccc2O)cc1	-6	1.2	-0.2	-1
Cc1cccc(NC(=O)c2cc(S(=O)(=O)N3CCCCC3C)ccc2F)c1C (stereo not given)	-2	-0.2	1.3	14
CCN(CC)C(=O)c1sc(NC(=O)c2cc(OC)cc(OC)c2)c(C(=O)OC)c1C	-5	-0.3	0.2	-1
COC(=O)CCNC(=O)Cn1cnc2sc3c(c2c1=O)CCCC3	-9	-1.2	0.0	21
O=C(Nc1cccc(Cl)c1)c1ccc(S(=O)(=O)N2CCOCC2)cc1	-6	3.7	0.0	-16
COc1ccc(-n2nc3c(c2NC(=O)c2ccc(Br)cc2)CS(=O)(=O)C3)cc1	15	0.0	-0.1	10
c1ccc(OCCNc2ncnc3nc(Nc4ccc(-n5ccnc5)cc4)[nH]c23)cc1	0	0.9	-0.1	13
CC1CN(c2ccc([N+](=O)[O-])cc2Cl)CCN1S(=O)(=O)c1ccccc1 (stereo not given)	4	-0.5	-0.1	10
CCOc1cc(CNCCO)cc(Cl)c1OCc1ccccc1	4	2.9	-0.3	-17
O=c1c(=O)n(-c2ccccc2)ccn1Cc1ccccc1	-6	-0.4	0.0	-6
O=C(Nc1sc2c(c1C(=O)Nc1ccccc1)CCCCC2)c1ccc([N+](=O)[O-])cc1	0	-0.3	1.3	11
CCc1ccc(-c2ccc(SCC(=O)NCc3ccco3)nn2)cc1	-27	-1.1	0.0	-1
O=C(NCCc1ccccc1)C1CCN(C2CCN(Cc3ccco3)CC2)CC1	-1	-0.3	-0.1	-3
CCc1nc(SCC(=O)Nc2nnc(C)s2)[nH]c(=O)c1C	1	-0.2	-0.1	-7
O=C(CN(Cc1ccco1)C(=O)C(=O)Nc1ccc2c(c1)OCCO2)NC1CCCC1	2	-0.3	0.0	9
CSc1nccc(-c2cc(Cl)c3c(c2)CC(CNC(=O)c2ccc(C)nc2)O3)n1 (stereo not given)	-4	0.9	0.2	4
Cc1c2oc3c(C)ccc(C(=O)N[C@@H]4C(=O)N[C@H](C(C)C)C(=O)N5CCC[C@H]5C(=O)N(C)CC(=O)N(C)[C@@H](C(C)C)C(=O)O[C@@H]4C)c3nc-2c(C(=O)N[C@@H]2C(=O)N[C@H](C(C)C)C(=O)N3CCC[C@H]3C(=O)N(C)CC(=O)N(C)[C@@H](C(C)C)C(=O)O[C@@H]2C)c(N)c1=O	96*	0.4&-2.7	0.3&0.2	5&17
COc1cccc(CNCc2ccco2)c1	0	-0.8	-0.1	13
CSCCNC(=O)COc1ccc(N2CCCC2)nn1	-9	0.5	-0.1	12
CNC(=O)c1c(NC(=O)c2cccs2)sc2c1CCC(C(C)(C)C)C2 (stereo not given)	-5	0.4	0.0	-10
CCCC(=O)Nc1ccc2c(c1)Cc1ccccc1-2	-58	0.0	0.3	9
COCCN1C(=O)C2C(C(=O)Nc3ccc(C)c(Cl)c3)C3C=CC2(O3)C1C(=O)NC1CCCC(C)C1C (stereo not given)	-4	1.3	-0.1	-3
COc1ccccc1-c1cc(N)n(S(=O)(=O)c2ccc(C)cc2)n1	18	0.3	-0.1	3
C/C(CC(=O)Nc1ccccc1C(F)(F)F)=N\NC(=O)c1ccccc1	-66	-0.5	0.0	-15
Cc1c(C)c2ccc(OC(C)C)cc2oc1=O	-3	-0.1	0.1	4
COc1ccc(OC)c(C2C(C#N)=C(C)NC3=C2C(=O)CC(c2ccccc2)C3)c1 (stereo not given)	19	1.4	0.0	3
Oc1cc2c(cc1O)C(c1ccccc1)CNCC2 (stereo not given)	5	-0.2&-0.3	-0.2&0.0	19&8
Cc1cc(C(=O)Nc2ccccc2C(F)(F)F)ccc1[N+](=O)[O-]	-9	-0.2	-0.1	1
CCOc1ccc(C(=O)Nc2cc(NC(=O)c3ccco3)ccc2OC)cc1[N+](=O)[O-]	5	0.6	0.8	27
Cc1ccc(NC(=O)c2ccc(S(=O)(=O)N(C)C)cc2)c(C)c1	-2	0.3	-0.1	5
CCC1C(=O)N(c2ccc(S(=O)(=O)O)cc2)N=C1C (stereo not given)	5	1.0	0.0	3
CN1C(C(=O)c2ccccc2)=C(OC(=O)c2ccc(F)cc2)c2ccccc2S1(=O)=O	7	0.1	0.1	7
O=C(CN(C(=O)CCC(=O)Nc1ccccn1)c1ccc(F)cc1)NCc1ccccc1	-8	-0.7	-0.1	-10
O=C(NC(=S)c1cccc2ccccc12)N1CCCCC1	-1	-1.1	-0.1	11
CC[C@H](C)[C@@H]1NC(=O)[C@H]2CN(C(=O)c3ccccc3Cl)CCN2C1=O	6	-0.4	0.5	16
Cc1ccc(CS(=O)(=O)CCC(=O)NCc2ccccn2)cc1	13	0.2	-0.1	3
CC1=C(C(=O)OCc2ccco2)C(c2ccccc2OC(C)C)NC(=O)N1 (stereo not given)	5	-0.7	-0.3	-4
CCNC(=O)CSc1nc2ccccc2s1	8	-0.8	0.0	10
O=C(CSc1nc(NC2CCCCC2)c2ccccc2n1)c1ccccc1	-20	2.8	-0.1	4
COc1ccccc1-c1nc2c(C)cccn2c1NCC1CCCO1 (stereo not given)	4	0.8	0.2	-4
O=C(NCc1ccccc1F)c1c(O)c2cccc3c2n(c1=O)CC3	-5	-0.9	-0.2	-10
CCCN(CCC)C(=O)c1cccc(C)c1[N+](=O)[O-]	4	-1.1	0.3	6
COc1ccccc1C(=O)Nc1ccc(N2CCCCC2)c([N+](=O)[O-])c1	-12	-0.2	-0.3	9
Cc1cccc(OCCN2CCOCC2)c1C	4	-1.6	-0.1	-4
Cc1ccc(OCC(=O)Nc2cccc(O)c2)cc1C	1	0.4	0.3	8
COc1cccc(C(=O)Nc2nc3ncccc3cc2-c2ccccc2)c1OC	-7	-0.9	-0.1	1
COc1ccc(-n2nc(C(=O)NCC(=O)Nc3ccc(F)cc3)c3ccccc3c2=O)cc1	-10	0.3	0.1	17
COc1cc(C(=O)Nc2ccc3oc(-c4ccc(Cl)cc4Cl)nc3c2)cc(OC)c1OC	-13	-1.4	0.0	1
COc1ccc(C(=O)n2c(=O)oc3cc([N+](=O)[O-])ccc32)cc1	-27	0.0	0.0	-5
Cc1ccc(-c2ccc(=O)n(CCC(=O)NCCN(CC(C)C)CC(C)C)n2)cc1	4	0.3	-0.1	6
COc1ccc(S(=O)(=O)NCCSc2nc3ccccc3s2)cc1OC	-3	0.6	-0.1	-6
Cc1cc(C)cc(NC(=O)CSc2nc3ccncc3[nH]2)c1	-9	-1.5	0.2	-12
O=S(=O)(O)c1cc(S(=O)(=O)O)c2cc(OS(=O)(=O)c3ccccc3)ccc2c1	2	0.8	0.2	8
Cn1nnnc1-c1cc(Br)ccc1NC(=O)c1ccccc1	-1	1.9	0.1	0

Remaining list, next part.
structure	TEAD-YAP inh	GPR151 ag	FBW7 activator	MITF inh
CN(C/C=C/c1ccccc1[N+](=O)[O-])Cc1ccccc1	5	-0.3	-0.2	32
O=C(CN1C(=O)COc2ccc(Cl)cc21)Nc1ccccc1[N+](=O)[O-]	0	1.0	-0.5	-6
CCOc1cc([N+](=O)[O-])cc(C=Nc2ccc3[nH]ncc3c2)c1O	13	0.9	0.0	9
Cc1nc(C)n(-c2ccc(Nc3nccc(-c4cccc(-n5cncn5)c4)n3)cc2)n1	45*	-0.2	0.0	9
COc1ccc(-c2cnn3ccc(NCCO)nc23)cn1	26	-1.5	0.0	-10
Oc1c(C(c2ccccn2)N2CCN(c3ccccn3)CC2)ccc2cccnc12 (stereo not given)	-4	-1.3	-2.0	83*
NC(=O)CN(Cc1ccc(Br)cc1)S(=O)(=O)c1ccccc1	-2	1.5	0.6	9
O=[N+]([O-])c1cccc(CNc2ccc(Cl)c(Cl)c2)c1	-4	0.0	0.0	14
CCOc1ccc(NC(=O)/C(C#N)=C/C2=Cc3ccccc3OC2C)cc1 (stereo not given)	-5	-0.4	0.0	15
CC1CC(Nc2ccccc2)c2ccccc2N1C(=O)COc1ccc(F)cc1 (stereo not given)	0	0.6	-0.1	16
CCOc1ccc(C(=O)Nc2ccc(C(C)=O)cc2)cc1OCC	-21	-0.4	0.1	-17
C=CCn1c(SCC(=O)c2ccc(Br)cc2)nc2cc(C(=O)NCC3CCCO3)ccc2c1=O (stereo not given)	7	0.4	0.4	15

Whole records from above. Values in the order: TEAD-YAP inh | GPR151 ag | FBW7 activator | MITF inh
Cc1c(C)c2ccc(OC(C)C)cc2oc1=O across the screens: -3 | -0.1 | 0.1 | 4
CCNC(=O)CSc1nc2ccccc2s1 across the screens: 8 | -0.8 | 0.0 | 10
CCCN(CCC)C(=O)c1cccc(C)c1[N+](=O)[O-] across the screens: 4 | -1.1 | 0.3 | 6
CC1=C(C(=O)OCc2ccco2)C(c2ccccc2OC(C)C)NC(=O)N1 (stereo not given) across the screens: 5 | -0.7 | -0.3 | -4

Following part.
structure	TEAD-YAP inh	GPR151 ag	FBW7 activator	MITF inh
Cc1ccc(Cc2nc(-c3ccc([N+](=O)[O-])cc3)no2)cc1	0	1.0	-0.3	2
CCOc1ccc(-c2cc(N)n(S(=O)(=O)c3cccc([N+](=O)[O-])c3)n2)cc1	-7	-0.2	0.2	17
O=C(Nc1ccc(F)cc1F)c1sc(=S)n2c1[nH]c(=O)c1sccc12	16	2.2	0.0	6
CCC(=O)N1N=C(c2ccc(C)cc2)CC1c1cc2cc(OC)ccc2nc1Cl (stereo not given)	6	-1.5	-0.2	10
Cn1c(/C(C#N)=C/c2ccc(F)cc2)nc2ccccc21	-5	0.0	-0.1	-5
